From PubChem
CHT allo act = CHT positive allosteric modulators, primary screen, cell-based, membrane potential dye, choline EC20; B-score at 10 µM; CHT-expressing cells; active compounds read high; LV-AA mutant CHT in HEK293 cells; actives 0.49% (n = 310,000); High affinity choline transporter 1 (Homo sapiens), Q9GZV3;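 active = initial fluorescence not abnormally high and integrated response B-score, plate-corrected, over 3 SD above library mean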
Target sequence (Q9GZV3 whole entry, looked up): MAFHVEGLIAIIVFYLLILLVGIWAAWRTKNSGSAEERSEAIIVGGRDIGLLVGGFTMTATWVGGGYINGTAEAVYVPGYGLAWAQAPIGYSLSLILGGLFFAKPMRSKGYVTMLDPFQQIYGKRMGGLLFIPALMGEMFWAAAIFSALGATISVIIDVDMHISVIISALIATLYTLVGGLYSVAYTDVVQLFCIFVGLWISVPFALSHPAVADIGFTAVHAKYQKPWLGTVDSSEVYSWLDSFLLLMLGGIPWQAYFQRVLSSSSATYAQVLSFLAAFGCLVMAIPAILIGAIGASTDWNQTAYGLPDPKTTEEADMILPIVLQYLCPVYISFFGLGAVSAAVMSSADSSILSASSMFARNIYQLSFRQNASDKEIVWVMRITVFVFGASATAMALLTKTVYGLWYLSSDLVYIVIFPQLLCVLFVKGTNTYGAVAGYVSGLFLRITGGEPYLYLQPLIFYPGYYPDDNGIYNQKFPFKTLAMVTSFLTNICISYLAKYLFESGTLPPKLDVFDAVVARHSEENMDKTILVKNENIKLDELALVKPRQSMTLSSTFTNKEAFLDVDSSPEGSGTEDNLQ
CHT inh = inhibitors of human choline transporter CHT. High affinity choline transporter 1 (Homo sapiens), Q9GZV3. CHT-expressing cells, membrane potential dye, choline response; active compounds read low. B-score at 10 µM. actives 0.86% (n = 310,000). AID 488975, 2010;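 active = B-score over 3 SD under the library average, and starting fluorescence ratio not unusually high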;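 also: choline stimulus applied at its EC90 after an EC20 pre-addition; B-score computed on integrated fluorescence ratio after choline addition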
Active calls of the source: *; i = inactive.

Every second line gives: CHT allo act | CHT inh
1	O=C(C1COc2ccccc2O1)N1CCN(c2ccc(F)cc2)CC1 (centres undefined)
→ i | i
2	Nc1nc(-c2ccc(-n3nncc3-c3ccco3)cc2)cs1
→ i | i
3	Cn1c(=O)c2c(nc(CN3CCN(c4ccccc4)CC3)n2CCCc2ccccc2)n(C)c1=O
→ i | i
4	COc1ccc2o/c(=N\O)c(C(=O)Nc3ccccc3OC)cc2c1
→ i | i
5	COc1cc2c(cc1OC)C(c1ccsc1)CC(=O)N2 (centres undefined)
→ i | i
6	O=C(c1cc(-c2ccc(O)cc2)on1)N1CCOCC1
→ i | i
7	CCOC(=O)c1c(NC(=O)Nc2ccc(Cl)cc2)sc(C)c1C
→ i | i
8	O=C(Nc1ccc(F)cc1F)c1cccc(C(=O)Nc2ccc(F)cc2F)n1
→ i | i
9	COC(CNC(=O)c1cc(S(=O)(=O)N2CCc3ccccc32)ccc1F)OC
→ i | i
10	CCCc1cc(C(=O)NC(C)C2CCCO2)cs1 (centres undefined)
→ i | i
11	O=C(c1ccccc1)N1CCSC1=S
→ i | i
12	COc1ccc(N(CC(=O)NC2CCCC2)C(=O)Cn2nnc(-c3ccc(C)cc3)n2)cc1
→ i | i
13	CN1/C(=C\C(=O)c2cccs2)C(C)(C)c2ccccc21
→ i | i
14	CCOC(=O)N1CCc2c(sc3nc(SC(C)C)n(N)c(=O)c23)C1
→ i | i
15	CCc1cccc(C)c1NC(=O)C1CCCN1C(=O)NCc1ccccc1 (centres undefined)
→ i | i
16	Cc1ccc(Nc2nc(N)c([N+](=O)[O-])c(NCc3ccco3)n2)cc1C
→ i | i
17	CC1=NN(C(=O)c2c(Br)c(C)nn2C)C(O)(C(F)(F)F)C1 (centres undefined)
→ i | i
18	CCOc1ccc2nc(N3CCC(C(=O)N4CCN(C(=O)c5ccco5)CC4)CC3)sc2c1
→ i | i
19	CCOc1ccc(-c2[nH]ncc2Oc2cccc(OC)c2)c(O)c1
→ i | i
20	CCC(=O)Nc1nc2c(c(=O)[nH]1)CCCC2
→ i | i
21	COC(=O)CCC(=O)CN
→ i | i
22	CCN(C(=O)Cn1cnc2ccccc2c1=O)C1CCS(=O)(=O)C1 (centres undefined)
→ i | i
23	Cc1nnc(N2C(=O)c3cccc4cccc(c34)C2=O)s1
→ i | i
24	O=C(COC(=O)C1CC(O)CN1S(=O)(=O)c1ccc(Cl)cc1)c1ccccc1Cl (centres undefined)
→ i | i
25	CC(=O)Nc1ccc(S(=O)(=O)N2CCC(c3nc4ccc(C)cc4[nH]3)CC2)cc1
→ i | i
26	Cc1ccc2c(c1)c1c(n2CC(O)Cn2nc(C)c(Br)c2C)CCCC1 (centres undefined)
→ i | i
27	COc1ccc(N2CCN(C(=S)Nc3ccccc3OC)CC2)cc1
→ i | i
28	CC(Oc1ccc(Br)cc1)C(=O)NCc1ccccn1 (centres undefined)
→ i | i
29	O=C(Nc1ccc(O)c(-c2nc3ccccc3s2)c1)C1=COCCO1
→ i | i
30	COc1ccc(CN(C)C(=O)c2ccc3c(=O)n4c(nc3c2)CCC4)cc1
→ i | i
31	Cc1ccc(CN(CC(=O)NCc2ccc3c(c2)OCO3)C(=O)c2csnn2)cc1
→ i | i
32	CCCc1ccc(C(=O)CCC(=O)NNC(=O)c2ccncc2)cc1
→ i | i
33	CC(=O)c1ccc(N(C(=O)CNC(=O)c2ccco2)C(C(=O)NC2CCCC2)c2ccncc2)cc1 (centres undefined)
→ i | i
34	COc1ccccc1C(=O)N1CCN(c2cccc(Cl)c2)CC1
→ i | i
35	Cc1nc2c(ccc3nc(NC(=O)Cc4cccc5ccccc45)sc32)s1
→ i | i
36	COc1ccc(C(O)(C(C)C)C(CN2CCOCC2)c2ccccc2)cc1 (centres undefined)
→ i | i
37	COc1ccc(N/C=C/C(=C(C#N)C#N)N(C)C)cc1
→ i | i
38	O=C(c1ccc(Cl)cc1)c1oc2ccccc2c1CS(=O)c1ccc(Cl)cc1 (centres undefined)
→ i | i
39	O=C(NCc1ccccc1)c1cccc(S(=O)(=O)NCc2ccccc2)c1
→ i | i
40	CCOc1ccc(NC2c3ccccc3C(=O)N2Cc2ccco2)cc1 (centres undefined)
→ i | i
41	COc1cc(OC)c(NS(=O)(=O)c2cc3[nH]c(=O)c(=O)[nH]c3cc2C)cc1Cl
→ i | i
42	Cc1cnc(C(=O)Nc2nnc(C3CC3)s2)cn1
→ i | i
43	COc1ccc(Cl)cc1NC(=O)COC(=O)CCCN1C(=O)c2ccccc2C1=O
→ i | i
44	Cc1ccc(S(=O)(=O)N(C)CC(=O)NCCCc2ccccc2)cc1
→ i | i
45	COc1ccc(CCNC(=O)[C@@H](NC(=O)N2CCn3c2nc2ccccc23)C(C)C)cc1OC
→ i | i
46	Cc1[nH]c2ccc(F)cc2c1CCNC(=O)C1CCCCC1C(=O)OCC(F)(F)F (centres undefined)
→ i | i
47	O=S(=O)(Nc1ccc(-c2ccc(N3CCOCC3)nn2)cc1)c1ccc(Cl)c(Cl)c1
→ i | i
48	C/C(CC(C)(C)c1ccccc1)=N\NS(=O)(=O)c1ccccc1
→ i | i
49	O=C(CSc1nnc(-c2cccnc2)o1)Nc1cccc(F)c1
→ i | i
50	COCc1cc(=O)n2[nH]c(C)cc2n1
→ i | i
51	O=C(CN1CCNC(=O)C1)NCCc1ccc(Cl)cc1Cl
→ i | i
52	O=C1c2ccccc2S(=O)(=O)c2cc(C(=O)N3CCC(N4CCCC4)CC3)ccc21
→ i | i
53	O=C(/C=C/c1cccc(Cl)c1)OCc1cn2cc(Cl)ccc2n1
→ i | i
54	CCOC(=O)CN(c1ccccn1)S(=O)(=O)c1ccccc1
→ i | i
55	COc1ccccc1NC(=O)/C(C#N)=C/C=C/c1ccco1
→ i | i
56	O=C(NCc1ccco1)C1CC(=O)N(CCc2ccccc2)C1 (centres undefined)
→ i | i
57	CC(C)C1Oc2ccccc2N(CC(=O)N(Cc2ccccn2)C2CC2)C1=O (centres undefined)
→ i | i
58	CCN(c1ccc(OC)cc1)S(=O)(=O)c1ccc(-c2ccc(=O)[nH]n2)o1
→ i | i
59	COc1ccc(/C=C2\SC(=S)N(Cc3cccnc3)C2=O)cc1C
→ i | i
60	CCOC(=O)C1=C(C)N(CCCC(=O)NCc2ccc3c(c2)OCO3)C(=O)NC1c1ccc(Br)cc1 (centres undefined)
→ i | i

Arranged by molecular weight (largest number first): 3 of the compounds above.
Every second line gives: CHT allo act | CHT inh
54	CCOC(=O)CN(c1ccccn1)S(=O)(=O)c1ccccc1
→ i | i
55	COc1ccccc1NC(=O)/C(C#N)=C/C=C/c1ccco1
→ i | i
50	COCc1cc(=O)n2[nH]c(C)cc2n1
→ i | i

(continued)
Every second line gives: CHT allo act | CHT inh
61	O=C(Nc1ccc2nc(-c3ccc(Br)o3)[nH]c2c1)c1ccco1
→ i | i
62	O=C(Cn1cnc([N+](=O)[O-])n1)N/N=C/c1ccccc1O
→ i | i
63	CC(C)(C)C1CCC(OC(=O)CN2CCCCC2)CC1 (centres undefined)
→ i | i
64	COc1ccc(C2=NCC(CSc3nccc(=O)[nH]3)S2)cc1 (centres undefined)
→ i | i
65	NS(=O)(=O)c1ccc(CCNc2ccnc3cc(Cl)ccc23)cc1
→ i | i
66	CCOc1cc(NC(=O)c2ccco2)c(OCC)cc1NC(=O)CCC(=O)NCc1cccnc1
→ i | i
67	O=C(Cc1cccs1)Nc1nnc(-c2ccccc2)s1
→ i | i
68	CCOc1ccc(C2C(C#N)=C(N)N(N(C)C)C3=C2C(=O)CCC3)cc1 (centres undefined)
→ i | i
69	Cc1sc2ncnc(N3CCC(C(=O)NCC(=O)Nc4ccc(F)c(F)c4)CC3)c2c1C
→ i | i
70	COc1ccc(CC(=O)OC(C)C(=O)c2ccc(C)cc2)cc1 (centres undefined)
→ i | i
71	CCCCCc1ccc(CC(=O)N2CCOCC2)cc1
→ i | i
72	Cn1sc(NC(=O)c2ccccc2Cl)nc1=O
→ i | i
73	CSc1ncc(C(=O)Nc2cccc(S(N)(=O)=O)c2)n1-c1ccccc1
→ i | i
74	Cc1cccc(C(=O)N2CCCC(N3CCN(c4ccccc4)CC3)C2)n1 (centres undefined)
→ i | i
75	COc1ccc(/C=C2/SC(=S)N(CCC(=O)N3CCN(C)CC3)C2=O)cc1
→ i | i
76	Cc1c(NC(=S)NC(=O)c2cccc(Cl)c2)c(=O)n(-c2ccccc2)n1C
→ i | i
77	CCN1CCCC1CNC(=O)Cn1nc(C)n2nc(-c3ccccc3)cc2c1=O (centres undefined)
→ i | i
78	OC(CNCc1cccc(Br)c1)c1ccccc1 (centres undefined)
→ i | i
79	Cc1ccc(C(=O)c2cc3ccccc3o2)cc1
→ i | i
80	CCOC(=O)C1(Cc2ccccc2Cl)CCN(C(=O)c2cc(C)on2)CC1
→ i | i
81	COc1cc(-c2c(-c3cc(OC)c(OC)c(OC)c3)noc2C)ccc1F
→ i | i
82	Cc1cc(OCC(=O)NCC2CCC(C(=O)O)CC2)c2c(C)c(C)c(=O)oc2c1 (centres undefined)
→ i | i
83	Cc1c(Cl)cccc1NC(=O)C1CC2CCC1C2 (centres undefined)
→ i | i
84	CC(C)C(=O)Nc1ccc(C(=O)Nc2ccc(S(=O)(=O)N3CCOCC3)cc2)cc1
→ i | i
85	C=CCOC(=O)C(=O)/C=C/c1coc2ccccc2c1=O
→ i | i
86	COc1ccc(C)cc1Nc1nc(N)c2ccccc2n1
→ i | -13*
87	COc1ccccc1C(c1nnnn1C(C)C)N1CCN(C(=O)c2ccco2)CC1 (centres undefined)
→ i | i
88	COc1ccccc1N1CCN(CC(O)COc2ccc3c(c2)OCO3)CC1 (centres undefined)
→ i | i
89	COc1ccc(O)c(/C=N/NC(=O)c2cc(=O)[nH]c3ccccc23)c1
→ i | i
90	COc1ccccc1C(=O)NC(=S)Nc1cccnc1Cl
→ i | i

Records listed above that bear a hit mark in CHT inh:
#	SMILES	CHT inh
86	COc1ccc(C)cc1Nc1nc(N)c2ccccc2n1	-13*

Record cards (already shown). Order of screens: CHT allo act | CHT inh
`COc1ccc(C)cc1Nc1nc(N)c2ccccc2n1` is listed as i | -13*
`Cc1ccc(C(=O)c2cc3ccccc3o2)cc1` is listed as i | i
`COc1ccccc1C(=O)NC(=S)Nc1cccnc1Cl` is listed as i | i
`C=CCOC(=O)C(=O)/C=C/c1coc2ccccc2c1=O` is listed as i | i
`COc1ccc(O)c(/C=N/NC(=O)c2cc(=O)[nH]c3ccccc23)c1` is listed as i | i

(list continues)
Every second line gives: CHT allo act | CHT inh
91	CC(CN1CCOCC1)OC(=O)c1cccc(Br)c1 (centres undefined)
→ i | i
92	O=C(Nc1cc(Cl)ccc1O)C1CCCO1 (centres undefined)
→ i | i
93	CCOc1ccccc1N(C)C(=O)CCS(=O)(=O)c1ccc2c(c1)NC(=O)CO2
→ i | i
94	COc1ccc(NC(=S)NC2CCN(Cc3ccccc3)CC2)cc1OC
→ i | i
95	Cc1oc(-c2ccccc2)nc1C(=O)Nc1nccs1
→ i | i
96	COc1cccc(OC)c1-c1nn2c(-c3ccco3)nnc2s1
→ i | i
97	OCC1OC(Oc2cccc3ccccc23)C(O)C(O)C1O (centres undefined)
→ i | i
98	COC(=O)C1CCN(C(=O)CN2C(=O)NC(CCc3ccccc3)C2=O)CC1 (centres undefined)
→ i | i
99	COc1ccc(-c2nn(-c3ccccc3)cc2/C=C/C(=O)OCC(=O)Nc2ccc(C#N)cc2)cc1
→ i | i
100	CC(C)C(C(=O)NC1CCCC1)N(Cc1ccco1)C(=O)CNS(=O)(=O)c1ccccc1 (centres undefined)
→ i | i
101	O=C(CSc1nnc(CNC(=O)c2cccs2)o1)NCCc1ccccc1
→ i | i
102	CC1CCCN(C(=O)CN2C(=O)CSc3ccc(S(=O)(=O)N4CCOCC4)cc32)C1 (centres undefined)
→ i | i
103	Cc1nn(-c2ccccc2)c2nc(=O)n(-c3ccccc3)cc12
→ i | i
104	CC(C)N(Cc1ccccc1)C(=O)CCS(=O)(=O)c1ccc2c(c1)oc(=O)n2C
→ i | i
105	COC(=O)c1cn(C(=O)c2cc(C)cc(C)c2)c2ccccc12
→ i | i
106	O=S1(=O)CC/C(=N\Nc2ccc(F)cc2)c2ccsc21
→ i | i
107	CN1CCN(NC(=O)c2ccc(Cl)cc2Cl)CC1
→ i | i
108	COc1ccccc1NC(=O)CC1C(=O)NCCN1C(=O)Nc1ccccc1 (centres undefined)
→ i | i
109	Cn1c(=O)c2[nH]c(Nc3ccccc3)nc2n(C)c1=O
→ i | i
110	C/C(=C/Cc1c(O)cc2oc(C)cc(=O)c2c1O)COC1OC(CO)C(O)C(O)C1O (centres undefined)
→ i | i
111	Cc1c(NC(=O)c2cc3c(=O)n4ccccc4nc3s2)c(=O)n(-c2ccccc2)n1C
→ i | i
112	Cc1ccc(NS(=O)(=O)c2ccc(OCC(=O)Nc3cccc([N+](=O)[O-])c3)c(C)c2)cc1
→ i | i
113	Cc1n[nH]c(C)c1CCNC(=O)C1CCC(=O)N(CCc2cccc(F)c2)C1 (centres undefined)
→ i | i
114	O=c1c(N2CCOCC2)coc2ccccc12
→ i | i
115	O=C(NCC(=O)N1CCc2ccccc2C1)c1ccc(Cl)cc1Cl
→ i | i
116	COc1ccc(/C(C)=N/Nc2ncc(Cl)cc2Cl)c(O)c1
→ i | i
117	COc1cc([C@@H]2c3cc4c(cc3[C@H](O)[C@H]3COC(=O)[C@H]23)OCO4)cc(OC)c1OC
→ i | i
118	c1ccc(-c2ccccc2OCCCN2CCCCC2)cc1
→ i | i
119	CCOc1ccc(Nc2nc(N)nc(CSC(=S)N3CCOCC3)n2)cc1
→ i | i
120	Cc1noc(C)c1C(=O)N1CCN(CCc2ccccc2)CC1
→ i | i
121	CCC(C)(C)c1nnc(NC(=O)c2ccc([N+](=O)[O-])cc2)s1
→ i | i
122	COc1ccc(-c2csc(NCCc3nc4cc(C(=O)NCCCO)ccc4n3Cc3ccc(C)cc3)n2)cc1
→ i | i
123	CC(c1ccncn1)N(C)Cc1nc(Cc2ccccc2F)no1 (centres undefined)
→ i | i
124	O=C(c1cc(F)ccc1F)C1CCCN(C(=O)CCc2cnccn2)C1 (centres undefined)
→ i | i
